Compound activity (PubChem)
MrgX1 agonist: human MrgX1 receptor agonism, primary screen | Q96LB2 | MrgX1-HEK293 cells, Fluo-4 calcium fluorescence, agonist mode; hits give high values | B-score at 10 µM | 0.44% of 310,000 active | AID 588627;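 active = calcium response B-score plate-corrected fluorescence ratio at least 3 library SD, with starting fluorescence B-score inside 5 SD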
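Material: MrgX1-expressing HEK293 cells / Dosing: compound as first of three additions / Incubation: overnight seeding, then 1 h dark dye loading / Signal: Fluo-4 NW calcium fluorescence / Evaluation: B-scored fluorescence response ratio / Benchmarks: positive and negative control wells on each plate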
HIF act: HIF pathway transcriptional activation. U2OS HRE-luciferase reporter, luminescence; normalized: DMSO 0%, desferrioxamine 100%. activation, % at 7.5 µM (by protocol). 0.32% of 300,000 active. AID 1910;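 active = mean activation of at least 10% of the iron chelator positive control signal, with at least half of replicates also reaching 10%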
PolyA inh: blocks polyadenylation in yeast reporter cells. S. cerevisiae SKY197-pL101 polyadenylation reporter, beta-gal luminescence; efflux-impaired pdr1/pdr3 knockout yeast; score 100 = 6 SD above DMSO. calls only at 12 µM. 0.02% of 300,000 active. AID 1875;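 active = lowest replicate activity score at least 50, where 100 means six control SD above control mean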;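 also: yeast exposed to compound for 9 h at 30 °C; higher score means more reporter readthrough which indicates perturbed polyadenylation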
AI-2 QS mod: Vibrio harveyi AI-2 quorum sensing modulation; 0.4% of 300,000 active; AID 2094; Vibrio harveyi JMH597 AI-2 luminescence/OD600 ratio, 9 h; hits give low values; strain lacks LuxN and CqsS sensors; 0 = neutral-control median; activity change, % at 7.5 µM; in the data active = activity change below about -75%, passing the limit was not always enough;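 also: luminescence divided by OD600 gain over 9 h not by final OD600 alone; inactives centre near 13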
TRPC4 PAM: allosterically enhances the mouse TRPC4 cation channel; HEK293 TRPC4beta/mu-opioid, DAMGO EC20, Fluo-4 Ca2+ flux; hits give high values; B-score at 10 µM; 0.42% of 310,000 active; AID 2227;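 active = B-score of calcium response area above 5 SD of library B-scores, with initial fluorescence ratio within 5 SD of library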;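 also: B-score of integrated fluorescence ratio over time as area under calcium response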
Target sequence (Q9QUQ5 whole entry, looked up): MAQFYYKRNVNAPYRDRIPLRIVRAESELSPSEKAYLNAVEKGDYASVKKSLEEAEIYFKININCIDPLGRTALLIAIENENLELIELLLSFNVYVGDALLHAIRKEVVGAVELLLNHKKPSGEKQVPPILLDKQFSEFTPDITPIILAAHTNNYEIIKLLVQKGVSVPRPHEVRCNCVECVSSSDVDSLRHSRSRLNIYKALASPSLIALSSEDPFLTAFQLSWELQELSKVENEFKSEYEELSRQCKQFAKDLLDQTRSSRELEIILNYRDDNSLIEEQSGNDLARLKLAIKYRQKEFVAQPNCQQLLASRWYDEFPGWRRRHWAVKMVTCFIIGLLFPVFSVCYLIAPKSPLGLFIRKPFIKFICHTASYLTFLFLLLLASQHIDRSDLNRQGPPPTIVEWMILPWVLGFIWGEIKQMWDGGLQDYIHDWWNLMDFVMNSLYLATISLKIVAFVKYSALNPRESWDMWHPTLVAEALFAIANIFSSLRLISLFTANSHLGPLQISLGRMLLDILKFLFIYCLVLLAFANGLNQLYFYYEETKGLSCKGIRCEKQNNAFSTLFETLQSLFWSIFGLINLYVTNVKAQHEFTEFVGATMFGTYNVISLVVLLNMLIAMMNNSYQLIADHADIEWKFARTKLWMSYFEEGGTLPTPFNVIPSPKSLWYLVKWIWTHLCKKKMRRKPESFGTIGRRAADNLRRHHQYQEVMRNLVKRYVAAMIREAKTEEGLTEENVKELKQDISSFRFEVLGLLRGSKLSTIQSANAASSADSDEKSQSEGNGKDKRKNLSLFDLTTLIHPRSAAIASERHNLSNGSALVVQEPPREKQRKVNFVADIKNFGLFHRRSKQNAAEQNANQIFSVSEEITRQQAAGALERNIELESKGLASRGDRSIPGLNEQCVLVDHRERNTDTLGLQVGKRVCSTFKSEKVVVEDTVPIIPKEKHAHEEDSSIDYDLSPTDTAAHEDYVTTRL
TRPC6 inhibitor: blocks the mouse TRPC6 cation channel. B-score at 10 µM. Q61143. HEK293-TRPC6, membrane potential dye, ACh-evoked depolarization; hits give low values. 1.1% of 310,000 active;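 active = B-score under library mean minus 3 SD, initial fluorescence not abnormally high, positive integrated signal ratio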;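 also: B-score derived from integrated fluorescence ratio over the kinetic read; more negative B-score means stronger inhibition of depolarization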
MrgX1 antagonist: blocks BAM8-22 activation of human MrgX1 receptor; Q96LB2; MRGX1-HEK293 calcium flux, Fluo-4, BAM8-22 antagonism; hits give low values; B-score at 10 µM; 1.3% of 310,000 active;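 active = calcium-response B-score plate-corrected more than 3 library SD below zero, starting fluorescence within 5 deviations, no agonist response on first addition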;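 also: peak minus trough fluorescence over baseline after final BAM8-22 challenge near maximal dose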
MrgX1 allo act: allosterically activates human MrgX1 receptor signaling. Q96LB2. AID 588675. 0.63% of 310,000 active. MrgX1-HEK293, Fluo-4 calcium flux, FDSS; hits give high values. B-score at 10 µM;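 active = plate-corrected calcium response at least 3 library SD above typical, normal starting fluorescence, not activating the receptor alone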;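 also: compound read alongside a low EC10 to EC30 dose of BAM8-22 agonist; peak minus trough fluorescence over baseline measured at the second addition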
TRPC4 block: inhibitors of mouse TRPC4 channel. B-score at 10 µM. 0.39% of 300,000 active. Q9QUQ5. AID 2247. HEK293 TRPC4beta/mu-opioid, DAMGO-evoked Fluo4 calcium flux; hits give low values;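 active = B-score over 3 SD under the library average, no early fluorescence shift, positive overall ratio signal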
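Material: HEK293 cells with stable TRPC4beta plus mu-opioid receptor expression / Probe or stimulus: DAMGO in two steps, submaximal then maximal / Compound: single concentration per test compound / Technique: kinetic Fluo4 fluorescence imaging of calcium influx / Read-out: per-well B score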
TRPC6 act: mouse TRPC6 channel activation | Q61143 | HEK293-TRPC6 membrane potential dye fluorescence; hits give high values | B-score at 10 µM | 0.13% of 310,000 active;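 active = B-score of the integrated fluorescence ratio above library mean plus 3 SD, and starting fluorescence ratio within library mean plus 5 SD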;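 also: higher score means more depolarization so channel activation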
TRPC4 act: activators of mouse TRPC4 channel; Q9QUQ5; HEK293 TRPC4beta/mu-opioid, Fluo4 calcium fluorescence; hits give high values; B-score at 10 µM; 0.49% of 310,000 active;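 active = B-score above 5 SD of library B-scores, and initial fluorescence ratio not above library mean plus 5 SD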;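 also: positive B-score marks a calcium rise read as TRPC4 activation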
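System – HEK293 cells stably co-expressing mouse TRPC4beta and mu-opioid receptor · Signal – Fluo4 calcium-sensitive dye fluorescence, kinetic, 1 Hz baseline · Benchmarks – buffer (low) and maximal DAMGO (high) · Read-out – B score of integrated fluorescence ratio per well · Incubation – dye loading 45 min room temperature, 110 s kinetic read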
Active calls of the source: *; i = inactive; nt = no result given. The list is partial. The share of hits here may be higher or lower than overall.

SMILES	MrgX1 agonist	HIF act	PolyA inh	AI-2 QS mod	TRPC4 PAM	TRPC6 inhibitor	MrgX1 antagonist	MrgX1 allo act	TRPC4 block	TRPC6 act	TRPC4 act
COc1ccc(CCN(/C=C2\Sc3ccccc3C2=O)C(C)=O)cc1OC	i	-0.3	i	5	i	i	i	i	i	i	i
CN1CCN(S(=O)(=O)c2ccc(NS(=O)(=O)c3ccccc3)cc2)CC1	i	-0.1	i	28	i	i	i	i	i	i	i
O=C(Oc1c(-c2ccccc2Cl)oc2ccccc2c1=O)c1ccc(Cl)cc1	i	0.2	i	42	i	i	i	i	i	i	i
C=CCN(CC=C)S(=O)(=O)c1ccc(NC(=S)NC(=O)C2CC2)cc1	i	0.0	i	1	i	i	i	i	i	i	i
Cn1cc(S(=O)(=O)N2CCN(C(=O)c3ccco3)CC2)c(=O)n(C)c1=O	i	-0.2	i	10	i	i	i	i	i	i	i
CC(=O)Cc1nsc(NC(=O)c2ccc(-c3cc(Cl)ccc3Cl)o2)n1	i	-0.5	i	17	i	i	i	40*	i	i	i
N=c1c2c3c(sc2ncn1N)CCCCC3	i	2.5	i	1	10*	i	i	i	i	i	i
Cc1cccc(N2CCN(S(=O)(=O)c3cc4c(cc3Cl)NC(=O)CO4)CC2)c1C	i	-0.6	i	8	i	i	i	i	i	i	i
COc1ccc(OC)c(C(=O)NC(CC(N)=O)c2ccc(N3CCC(N4CCCCC4)CC3)c([N+](=O)[O-])c2)c1 (configuration not stated)	i	0.0	i	-1	i	i	i	i	i	i	i
CCOC(=O)C1=C(c2ccccc2)Nc2c(c(=O)n(C)c(=O)n2C)C1c1ccc(O)c(OC)c1 (configuration not stated)	i	0.0	i	-5	i	i	i	i	i	i	i
CCOc1cc(/C=N/NC(=O)CN2CCOCC2)ccc1OCc1ccccc1	i	-0.6	i	12	i	i	i	i	i	i	i
CCc1ccc(NC(=O)CSc2n[nH]c(C)c2[N+](=O)[O-])cc1	i	-0.2	i	7	i	i	i	i	i	i	i
COc1ccc(CNC(=O)C(c2ccco2)N(C(=O)Cc2cccs2)c2cccnc2)cc1 (configuration not stated)	i	-0.3	i	7	i	i	i	i	i	i	i
O=C(CN1CCC(NC(=O)c2cccc(F)c2)CC1)NCc1cccs1	i	-0.3	i	27	i	i	i	i	i	i	i
Cc1ccc(S(=O)(=O)N2CCC(C(=O)OCC(=O)N3CC(C)CC(C)C3)CC2)cc1C (configuration not stated)	i	-0.1	i	26	i	i	i	i	i	i	i
Cc1ccc([N+](=O)[O-])cc1NC(=S)NCCc1ccccc1	i	-0.2	i	10	i	i	i	i	i	i	i
COCC(=O)N1CCC(Oc2ccc(C(=O)N3CCCCC3COC)cc2)CC1 (configuration not stated)	i	0.2	i	26	i	i	i	i	i	i	i
CCOC(=O)c1sc2c(c1C)c(=O)n(CCO)c(=O)n2Cc1ccccc1	i	-5.7	i	13	i	i	i	i	i	i	i
O=C(O)CCC(=O)N1N=C(c2ccc(Br)cc2)CC1c1cccs1 (configuration not stated)	i	0.5	i	38	i	i	i	i	i	i	i
O=C(Nc1ccc2c(c1)OCCO2)C(=O)NC1CC1	i	0.7	i	18	i	i	i	i	i	i	i
COc1ccc(C(=O)N2CCCCC2)cc1S(=O)(=O)Nc1ccccc1	i	0.2	i	13	i	i	i	i	i	i	i
CCOC(=O)c1c(C)n(C)c2cc(Br)c(OC)cc12	i	0.4	i	12	i	i	i	i	i	i	i
CCCCCCC(=O)N1CCCC(c2nc(-c3cccc(OC)c3)no2)C1 (configuration not stated)	i	0.2	i	21	i	-5.9*	i	i	i	i	i
CCOC(=O)N1CCC(NC(=O)c2cc3c(=O)n(C)c4ccccc4c3n2C)CC1	i	0.6	i	26	i	i	i	i	i	i	i
COc1cc(NC(=O)c2ccccc2)c(C)cc1NC(=O)CC(CC(=O)O)c1ccccc1 (configuration not stated)	i	0.1	i	-4	i	i	i	i	i	i	i

Molecules above containing a thiophene ring, fused or not:
SMILES	MrgX1 agonist	HIF act	PolyA inh	AI-2 QS mod	TRPC4 PAM	TRPC6 inhibitor	MrgX1 antagonist	MrgX1 allo act	TRPC4 block	TRPC6 act	TRPC4 act
N=c1c2c3c(sc2ncn1N)CCCCC3	i	2.5	i	1	10*	i	i	i	i	i	i
COc1ccc(CNC(=O)C(c2ccco2)N(C(=O)Cc2cccs2)c2cccnc2)cc1 (configuration not stated)	i	-0.3	i	7	i	i	i	i	i	i	i
O=C(CN1CCC(NC(=O)c2cccc(F)c2)CC1)NCc1cccs1	i	-0.3	i	27	i	i	i	i	i	i	i
CCOC(=O)c1sc2c(c1C)c(=O)n(CCO)c(=O)n2Cc1ccccc1	i	-5.7	i	13	i	i	i	i	i	i	i
O=C(O)CCC(=O)N1N=C(c2ccc(Br)cc2)CC1c1cccs1 (configuration not stated)	i	0.5	i	38	i	i	i	i	i	i	i

Continued:
SMILES	MrgX1 agonist	HIF act	PolyA inh	AI-2 QS mod	TRPC4 PAM	TRPC6 inhibitor	MrgX1 antagonist	MrgX1 allo act	TRPC4 block	TRPC6 act	TRPC4 act
CCOc1cc(C2C3=C(CCCC3=O)Nc3ccc4ncccc4c32)ccc1O (configuration not stated)	i	1.8	i	24	i	i	i	i	i	i	i
CC(=O)Nc1cn(C(C)=O)c(C)n1	i	0.0	i	23	i	i	i	i	i	i	i
Cc1c(C(=O)N2CCCC2)oc2c1-c1nn(CC(=O)NCCCN3CCCCC3)cc1CC2	i	-0.5	i	17	11*	i	i	i	i	i	i
CCc1nc(NC2CCCCC2)c(C#N)c2c1COC(C)(C)C2	i	-0.4	i	20	i	i	i	i	i	i	i
CSc1ccc(Cl)c(C(=O)OCC(=O)N2CC(C)OC(C)C2)c1 (configuration not stated)	i	0.3	i	-1	i	i	i	i	i	i	i
O=S(=O)(Nc1nc2ccccc2nc1Cl)c1cccc(C(F)(F)F)c1	i	1.0	i	15	i	i	i	i	i	i	i
CCCN1CCN(C2CCCCC2NS(=O)(=O)c2ccccc2)CC1 (configuration not stated)	i	-0.2	i	5	i	i	i	i	i	i	i
O=C(COC(=O)c1cccc(S(=O)(=O)NCc2ccccc2)c1)c1ccccc1	i	-0.2	i	29	i	i	i	i	i	i	i
Cc1ccc(S(=O)(=O)N[C@@H](CC(C)C)C(=O)N2CCC(C(=O)N[C@H](C(=O)O)C(C)C)CC2)cc1	i	0.1	i	-17	i	i	i	i	i	i	i
CSc1nc2[nH]c3c(c2c2ncnn12)CCCC3	i	-0.1	i	36	i	i	i	i	i	i	i
Cc1nc(Nc2ccccc2)sc1-c1ccccc1	i	2.0	i	-1	i	i	i	i	i	i	i
NC(=O)c1nsc(C(=O)N(CC(=O)NC2CCCC2)c2cccc(C(F)(F)F)c2)c1N	i	0.1	i	2	i	i	i	i	i	i	i
Cc1cc(C)cc(-n2nnnc2-c2cn(C)nc2C(F)(F)F)c1	i	-0.3	i	27	i	i	i	i	i	i	i
COc1cccc(C2Nc3ccccc3C(=O)N2c2ccc(F)cc2)c1O (configuration not stated)	i	4.1	nt	-5	i	i	i	i	i	i	i
COc1ccc(CCNc2oc(Cc3ccccc3)nc2C#N)cc1OC	i	-0.4	i	23	i	i	i	i	i	i	i
CC1=C(C(=O)Nc2ccccc2C(=O)NCc2ccccc2)SCCO1	i	-0.2	i	21	i	i	i	i	i	i	i
CCN(CC)CC#CCC(O)(c1ccccc1)C1CCCCC1 (configuration not stated)	i	0.4	i	7	i	i	i	i	i	i	i
CC(C)(CO)NCC(O)Cn1cc(C=O)c2ccccc21 (configuration not stated)	i	0.0	i	16	i	i	i	i	i	i	i
O=C(CCSCCC(=O)NCc1ccccc1)NCc1ccccc1	i	0.4	i	14	i	i	i	i	i	i	i
CC(C)C(Nc1ccc(S(=O)(=O)N2CCOCC2)cc1[N+](=O)[O-])C(=O)O (configuration not stated)	i	-0.4	i	7	i	i	i	i	i	i	i
CCN1CCN(CC(=O)Nc2ccc(OC(F)(F)F)cc2)CC1	i	0.0	i	7	i	i	i	i	i	i	i
O=C(NCC1CCCO1)c1onc(CSc2ccccc2)c1C(=O)O (configuration not stated)	i	-0.8	i	17	i	i	i	i	i	i	i
CSc1nnc2c(n1)OC(C)N(C(=O)c1ccccc1)c1ccccc1-2 (configuration not stated)	i	-0.3	i	2	i	i	i	i	i	i	i
Nc1nonc1C(=O)NCCNCc1cc(Br)ccc1OCc1ccc(F)cc1	i	-0.2	i	20	i	i	i	i	i	i	i
CN(CC(O)COCc1ccc2c(c1)OCO2)C1CCCCC1 (configuration not stated)	i	0.2	i	17	i	i	i	i	i	i	i

The list continues:
SMILES	MrgX1 agonist	HIF act	PolyA inh	AI-2 QS mod	TRPC4 PAM	TRPC6 inhibitor	MrgX1 antagonist	MrgX1 allo act	TRPC4 block	TRPC6 act	TRPC4 act
C/C(=N\NC(=O)Cn1c(-c2ccccn2)nc2ccccc21)c1ccccc1	i	-0.1	i	21	i	i	i	i	i	i	i
NC(=O)COC(=O)c1cc(S(=O)(=O)N2CCOCC2)ccc1N1CCCCC1	i	0.0	i	23	i	i	i	i	i	i	i
Cn1nccc1C(=O)NC1CCCc2c1cnn2-c1ccc(F)cc1F (configuration not stated)	i	1.3	i	14	i	i	i	i	i	i	i
N#Cc1nc(-c2ccc([N+](=O)[O-])cc2)oc1N1CCCCC1	i	-9.7	i	18	i	i	i	i	i	i	i
CC1(C)CC(=O)C(N=Nc2ccc(Cl)cc2)=C(O)C1	i	0.3	i	18	i	i	i	i	i	i	i
Cc1cc2nc(-c3ccc(SCc4ccc(C(=O)O)cc4)nc3)[nH]c2cc1C	i	3.0	i	25	i	i	i	i	i	i	i
O=C(NCC1CCCO1)C(c1ccc(F)cc1)N(CC1CCCO1)C(=O)c1ccc(-c2ccccc2)[nH]1 (configuration not stated)	i	0.7	i	4	i	i	i	i	i	i	i
Cc1ccc(C)c(OCCCCCn2ccnc2)c1	i	-0.3	i	1	i	i	i	i	i	i	169*
COc1ccc(CN2CCCC(C(=O)Nc3cccc(-n4cccn4)c3)C2)cc1 (configuration not stated)	i	0.1	i	22	i	i	i	i	i	i	i
Cc1cc[n+](-c2nc3ccccc3nc2[N-]S(=O)(=O)c2cccs2)cc1C	i	0.1	i	8	i	i	i	i	i	i	i
CC(NC(=O)CNC(=O)c1sc2ccccc2c1Cl)c1ccc(S(N)(=O)=O)cc1 (configuration not stated)	i	0.4	i	9	i	i	i	i	i	i	i
